Source: PubChem
TDP1 block – blocks human tyrosyl-DNA phosphodiesterase 1; 0.28% of 350,000 active; recombinant TDP1, AlphaScreen DNA substrate cleavage; Potency, µM (top dose mostly 130 µM), without a hit: top-dose activity change, negative = inhibition, actives largely listed as inhibitors; Q9NUW8; further: nearly all actives have a fitted effect of over 40% in size
Target sequence (Q9NUW8 whole entry, looked up): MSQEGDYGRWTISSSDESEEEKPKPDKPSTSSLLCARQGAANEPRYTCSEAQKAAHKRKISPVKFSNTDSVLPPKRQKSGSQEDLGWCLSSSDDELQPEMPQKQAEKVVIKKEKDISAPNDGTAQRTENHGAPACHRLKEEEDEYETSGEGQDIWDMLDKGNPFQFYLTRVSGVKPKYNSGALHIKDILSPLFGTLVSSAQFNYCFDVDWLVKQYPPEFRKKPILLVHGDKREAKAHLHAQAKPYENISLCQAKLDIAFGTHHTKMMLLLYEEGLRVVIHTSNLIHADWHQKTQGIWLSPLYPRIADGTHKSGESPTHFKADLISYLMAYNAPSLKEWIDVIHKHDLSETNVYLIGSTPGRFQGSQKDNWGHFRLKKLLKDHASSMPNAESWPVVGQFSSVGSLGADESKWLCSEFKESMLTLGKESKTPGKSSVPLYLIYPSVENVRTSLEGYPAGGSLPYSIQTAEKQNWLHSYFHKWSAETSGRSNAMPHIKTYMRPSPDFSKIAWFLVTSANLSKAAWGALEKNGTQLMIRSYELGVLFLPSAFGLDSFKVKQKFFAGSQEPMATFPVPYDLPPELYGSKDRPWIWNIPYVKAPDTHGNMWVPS
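Here, a 5' biotin and 3' phosphotyrosine-FITC DNA oligonucleotide reports Tdp1 activity: intact substrate bridges AlphaScreen beads, while cleavage leaves a 3' phosphate and drops signal. All incubations at room temperature.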
TDP1 cell CPT – growth inhibition of DT40 Tdp1-/-;hTDP1 cells with camptothecin (screen for TDP1 inhibitors) | chicken DT40 Tdp1-/-;hTDP1 cells + 20 nM CPT, ATP luminescence, 48 h | Potency, µM (doses to about 46.2 µM), for inactives: at the highest dose activity change, negative = growth inhibition, usual class: inhibitors | 12% of 420,000 active | AID 686979; further: nearly all actives have a fitted effect of over 55% in size
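Chicken DT40 Tdp1-/- cells complemented with human TDP1, 400 cells/well, exposed to compounds plus 20 nM camptothecin for at least 48 h at 37 C; viability read as ATP content by CellTiter-Glo luminescence.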
TDP1 cell noCPT – qHTS for Inhibitors of human tyrosyl-DNA phosphodiesterase 1 (TDP1): qHTS in cells in absence of CPT; DT40 Tdp1-/- hTDP1 cells, no CPT, ATP luminescence, 48 h; Potency, µM (series often up to 46.2 µM), for the others: at the highest dose activity change, negative = growth inhibition, hits mostly inhibitors; 15% of 420,000 active; further: nearly all actives have a fitted effect of over 55% in size
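Growth of hTDP1-complemented DT40 Tdp1-knockout cells is measured by ATP luminescence after at least 48 hr compound exposure at 37 °C, with DMSO substituting for the 20 nM CPT used in the parallel screen.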
Numbers without * were called inactive; ? = inconclusive; . = not tested or not shown; & = joins results of further samples; [ ] = remark or other dose. The call rests on the fitted dose curve; in most records, active means well fitted curve in the direction sought with a large enough effect; inconclusive means small, poorly fitted or top-dose-only effect, or another doubt; inactive means no such curve, though single readings can be large; an effect the other way counts as inactive or inconclusive. On the % scale 0 is the no-effect control and ±100 the full control effect; potency means the concentration at half of the fitted maximal effect.

SMILES	TDP1 block	TDP1 cell CPT	TDP1 cell noCPT
CCS(=O)(=O)Nc1cccc(C2=NN(S(=O)(=O)c3ccccc3)C(c3ccco3)C2)c1 (configuration not stated)	.	-22%	-18%
CC(C)(C)C(=O)N(Cc1ccc(Cl)cc1)Cc1cccnc1	5%	-19%	-22%
c1ccc(-c2nnc(OCC3CCCO3)c3ccccc23)cc1 (configuration not stated)	0%	-1%	?
Cc1c(Cl)cccc1NC(=O)Cn1cc(C(F)(F)F)cc(Cl)c1=O	6%	-6%	-13%
CCN(CC(=O)Nc1ccccc1SC)Cc1nc2ccccc2c(=O)[nH]1	4%	0.65µM*	2.1µM*
Cc1ccc(CSCCNC(=O)CSCc2ccc([N+](=O)[O-])cc2)cc1	3%	-29%	?
CC(C)NC(=O)Nc1nnc([C@@H]2C[C@H](O)[C@@H](CO)O2)s1	.	-3%	-6%
CCOC(=O)CNC(=O)CSc1ncnc2c1cnn2-c1ccc(C)cc1	-3%	-22%	-20%
Cc1ccc(Nc2nc(NCCO)c3ccccc3n2)cc1C	.	?	16µM*
COc1cc(N(C)C)c(OC)cc1/C=C1\Cc2ccccc2C1=O	.	?	11µM*
CCOC(=O)c1nnc(-c2cccs2)nc1NC(C)C	7%	-30%	-24%
COc1ccc(CN(C)[C@H]2C[C@H]3c4[nH]c5ccccc5c4CCN3C[C@H]2[C@H](C)O)cc1	.	?	18µM*
O=C(CN1CCCC1)Nc1cccc(Cl)c1	.	0%	22%
CC(=O)N1c2ccc(S(=O)(=O)N3CCCC(C(=O)NC4CCCC(C)C4C)C3)cc2CC1C (configuration not stated)	2%	?	?
O=C(CSc1nnc(NC(=O)c2ccco2)s1)Nc1cccc(F)c1	2%	3%	8%
O=C(COC(=O)c1ccc(F)cc1F)NCCC1=CCCCC1	-1%	-19%	5%
CC(=O)Nc1nonc1-c1nnc(SCc2cccc(Br)c2)n1C	-3%	16µM*	18µM*
O=c1oc2ccccc2c(NC2CCCCC2)c1NS(=O)(=O)c1ccc(Br)cc1	4%	?	?
CCOC(=O)C1=C(CC)Nc2ccccc2N=C1NC(=O)Nc1ccc(Cl)c(Cl)c1	1%	2.9µM*	2.6µM*
COc1ccccc1C1CC(=O)NC(C)=C1C(=O)OC1CCCCCC1 (configuration not stated)	-5%	21µM*	13µM*
FC(F)(F)c1nc2nc(Cl)c(Cl)nc2n1CCCN1CCOCC1	.	-14%	?
CCCc1cc(=O)oc2c(CN3CCCC3)c(O)ccc12	-2%	2%	?
COc1ccc(CN(C)S(=O)(=O)c2ccc3c(c2)OCCO3)cc1	2%	-15%	-6%
CCOC(=O)C1CCCN(c2oc(-c3ccc(OC)cc3)nc2C#N)C1 (configuration not stated)	6%	-3%	?
CCOc1ccc(S(=O)(=O)NN)cc1	10%	-12%	-11%
Cc1cc(Cl)ccc1OCC(=O)Nc1ccccc1CO	0%	?	?
CC(C)c1nnc(NC(=O)CC(C)c2ccccc2)s1 (configuration not stated)	2%	-13%	-28%
CN1OC[C@@H]2CN(C(=S)NCCc3ccccc3)[C@H](c3ccccc3Br)C[C@@H]21	.	?	16µM*
O=C(c1cc(C2CC2)nn1-c1ccccc1)N1CCN(S(=O)(=O)c2c(F)cccc2F)CC1	0%	?	-15%
COc1cc(C(=O)NCc2nnc(SCC(=O)N3CCCC3)o2)cc(OC)c1OC	-2%	1%	1%
CCCCOc1ccc(NC(=O)CN2CCN(CC)CC2)cc1	6%	-26%	-16%
N#C/C=C1/NC(=O)c2ccccc2S1	.	?	?
Clc1ccc(OCCSc2ncccn2)c(Br)c1	?	-26%	?
COc1ccc(NS(=O)(=O)c2ccc(N3CC(O)=C(c4ccccc4)C3=N)cc2)cc1	.	2%	0%
COCCNC(=O)c1cc(-c2ccc(OC)c(OC)c2)on1	1%	-18%	-14%
CCN1CCN(C(=O)CSc2cc(=O)n(C)c3ccccc23)CC1	6%	2%	6%
C/C=C\C(=O)Nc1cccc(C2=NOC3(C2)C[C@@H](C(N)=O)N(C(=O)CC(c2ccccc2)c2ccccc2)C3)c1 (some centres not stated)	4%	?	16µM*
CC1(C(=O)NCc2ccccc2)CSCC(=O)N1CCOc1ccccc1 (configuration not stated)	.	-26%	-24%
Cn1c2ccccc2c2c(C(=O)NCCCN3CCCC3=O)cn(C3CCCCC3)c(=O)c21	2%	-27%	?
O=C(COc1ccc(Cl)cc1)Nc1nnc(S(=O)(=O)N2CCCCCC2)s1	13%	-14%&-19%	-16%&-20%

The closing 7 entries of the part above lead into the next:
SMILES	TDP1 block	TDP1 cell CPT	TDP1 cell noCPT
COc1ccc(NS(=O)(=O)c2ccc(N3CC(O)=C(c4ccccc4)C3=N)cc2)cc1	.	2%	0%
COCCNC(=O)c1cc(-c2ccc(OC)c(OC)c2)on1	1%	-18%	-14%
CCN1CCN(C(=O)CSc2cc(=O)n(C)c3ccccc23)CC1	6%	2%	6%
C/C=C\C(=O)Nc1cccc(C2=NOC3(C2)C[C@@H](C(N)=O)N(C(=O)CC(c2ccccc2)c2ccccc2)C3)c1 (some centres not stated)	4%	?	16µM*
CC1(C(=O)NCc2ccccc2)CSCC(=O)N1CCOc1ccccc1 (configuration not stated)	.	-26%	-24%
Cn1c2ccccc2c2c(C(=O)NCCCN3CCCC3=O)cn(C3CCCCC3)c(=O)c21	2%	-27%	?
O=C(COc1ccc(Cl)cc1)Nc1nnc(S(=O)(=O)N2CCCCCC2)s1	13%	-14%&-19%	-16%&-20%
CCN(CC)c1nc(Nc2ccc([N+](=O)[O-])cc2)nc(N(CC)CC)n1	6%	26µM*	21µM*
COC(=O)c1ccccc1C(=O)N1CC(O)CO1 (configuration not stated)	.	10%	3%
CC1CC(C)CN(C(=O)C(C)N(C)CC(=O)Nc2ccccc2Cl)C1 (configuration not stated)	5%	-29%	-27%
O=C(N/C(=C\c1cccs1)C(=O)N1CCOCC1)c1ccco1	0%	-9%	9%
Cc1ccc2[nH]cc(C(=O)CN3CCN(C)CC3)c2c1	6%	-22%	-6%
C[C@H](CO)N1C[C@H](C)[C@@H](CN(C)C(=O)Nc2ccc(N3CCN(C)CC3)cc2)OCc2cnnn2CCCC1=O	.	-12%	?
CCCCN(C)S(=O)(=O)c1ccc(C(=O)Nc2sc3c(c2C(=O)OCC)CCN(C(C)C)C3)cc1	8%	8.2µM*	5.8µM*
COc1ccc(Nc2nc(N)nc(CSc3nncn3C)n2)cc1	-1%	0%	-16%
Cc1ccc(C(=O)CSc2nc(C)cc(C)c2C(N)=O)cc1	-3%	?	?
O=C(CCn1nc(-c2ccc(Cl)cc2)ccc1=O)N1CCOCC1	4%	-26%	2%
COc1ccc(N(C(C)=O)S(=O)(=O)c2cccc3cccnc23)cc1	3%	-23%	-29%
CCOC(=O)C1CCN(C(=O)CCC2CCCC2)CC1	1%	1%	-3%
CC(=O)c1cccc(CN2CCC(n3nccc3NC(=O)c3ccc4c(c3)OCO4)CC2)c1	4%	-5%	3%
COc1ccc(S(=O)(=O)N2CCCCCC2)cc1C(=O)N1CCN(C(C)=O)CC1	.	-7%	-1%
Cn1c(CCCCCN)nc2ccccc21	5%	?	-17%
COc1cc(Nc2ccccc2Cl)c([N+](=O)[O-])nc1[N+](=O)[O-]	5%	?	?
c1ccc(CN2CCC3CC2c2cc(N4CCCCC4)ccc23)cc1 (configuration not stated)	.	?	?
CCCC#Cc1cnc2c(c1)C(=O)N([C@H](C)CO)C[C@H](C)[C@@H](CN(C)C(=O)CCN1CCCCC1)O2	.	-29%	?
CN1CCN(S(=O)(=O)c2ccc3[nH]c(=O)oc3c2)CC1	0%	12%	-4%
Cc1nc2c(sc(=S)n2Cc2ccco2)c(=O)n1CC(=O)Nc1ccccc1F	7%	?	?
CCOc1ccc2oc(C(=O)OCC(=O)NC3CCCCC3)c(C)c2c1	0%	-26%	1%
C[C@@H]1CN([C@H](C)CO)C(=O)CCCn2nncc2CO[C@H]1CN(C)Cc1ccc(Oc2ccccc2)cc1	.	?	?
O=C(NNS(=O)(=O)c1ccc(Br)cc1)C1CCCCC1	11%	18%	15%
CCOC(=O)c1ccc(S(=O)(=O)N2CCN(CC3CC=CCC3)CC2)cc1 (configuration not stated)	0%	?	?
CC(C)(C)n1ncc2c(=O)n(CC(=O)c3ccc(Cl)cc3)cnc21	0%	23µM*	23µM*
O=c1c(-c2cccc(Cl)c2)nc2cncnc2n1C1CC1	.	4%	2%
CCOC(=O)c1cc(NC(=O)Nc2ccc(OC)c(OC)c2)c(C)nc1C	11%	-27%	?
COC(=O)c1ccccc1NC(=O)CCC(=O)N1CCSc2ccccc21	.	-8%	-21%
O=C(CSc1ncc(-c2ccccc2)[nH]1)Nc1cccc(O)c1	11%	-9%	-14%
COc1cc(C(=O)N2CCN(c3ccc([N+](=O)[O-])cc3)CC2)ccc1OCc1c(C)noc1C	3%	?	16µM*
CC(=O)c1ccc(N2CCN(C(=O)C3CCN(S(=O)(=O)c4ccc(Br)s4)CC3)CC2)cc1	2%	?	16µM*
Cn1c(C(c2cc3ccccc3n2C)c2cc3ccccc3n2C)cc2ccccc21	.	5.6µM*	3.5µM*
CC12CC3CC(C)(C1)CC(C(=O)N1CCCC1)(C3)C2	4%	-26%	?
CN(C)C(CNc1ncccn1)c1ccccc1 (configuration not stated)	.	-13%	-20%
Cc1cc(O)ccc1NC(=O)Cc1cccc2ccccc12	.	-16%	-4%
Cc1cc(C(=O)N/N=C/c2ccccc2Br)no1	1%	-9%	2%
O=C(CSc1nc2c(cnn2-c2ccc(F)cc2)c(=O)[nH]1)Nc1ccc(Br)cc1	-6%	-5%	6%
CN(CC(=O)Nc1c(Cl)cccc1Cl)C(=O)CCC1CCCC1	0%	-22%	14%
CC(C)NC(=O)C1CCC(Cn2c(=O)c3sccc3n(Cc3ccc(F)cc3)c2=O)CC1 (configuration not stated)	6%	?	?
Cc1noc(NS(=O)(=O)c2ccc(NC(=O)c3oc4ccc(F)cc4c3C)cc2)c1C	6%	-14%	8%
COc1ccc(Cl)cc1C(=O)NNC(=O)c1cccnc1	2%	18%	4%
Cc1ccc(C(=O)N2CCN(C)CC2)cc1S(=O)(=O)N1CCCCCC1	3%	-16%	23%
COCCN1Cc2cccc(C(=O)Nc3ccc(S(=O)(=O)N4CCOCC4)cc3)c2C1=O	3%	-3%	4%
Cc1cccc(OCC(=O)Nc2cc(C)c(C)cc2O)c1	3%	-5%	-21%
CSc1nc(-c2ccccc2)nc(C(Cl)Cl)n1	0%	1.2µM*	2.3µM*
Cc1ccc(SCc2c(C(=O)N/N=C/c3ccncc3)nnn2-c2nonc2N)cc1	1%	?	-22%
Fc1ccccc1CSCc1nc2ccccc2[nH]1	0%	?	?
CC(C)c1ccc(C(=O)CSc2n[nH]c(-c3ccncc3)n2)cc1	7%	-27%	?
CSc1sc2ccccc2[n+]1CCCS(=O)(=O)[O-]	0%	-17%	-5%
O=C(O)c1cc(S(=O)(=O)NCC2COc3ccccc3O2)ccc1Cl (configuration not stated)	0%	-12%	30%[activator]
Cc1nc(-c2ccc(C)c(N3CCN(C(=O)Nc4ccc(Br)cc4)CC3)c2)no1	3%	?	21µM*
Cn1ccnc1SCC(=O)c1ccc(C#N)cc1	7%	9%	?
CCn1nc(CC(=O)O)c2ccccc2c1=O	0%	18%	19%
CC(=O)C1=C(O)C(=O)N(CCC(=O)O)C1c1ccccc1Cl (configuration not stated)	-6%	-1%	-4%
COc1ccc(F)cc1S(=O)(=O)n1cnc2ccccc21	.	-4%	3%
O=C(NNC(=O)c1cccs1)c1ccc(Cl)cc1	1%	24%	3%
Cn1ccnc1SC(C(=O)O)c1ccccc1 (configuration not stated)	.	-6%	-5%
Cc1ccc(NC(=O)Cn2c(=O)n(Cc3ccco3)c(=O)c3ccccc32)c(C)c1	0%&1%	?	-4%&-7%
CC1CN(c2nc3ccccc3nc2SCC(=O)Nc2ccc(F)cc2)CC(C)O1 (configuration not stated)	.	15µM*	?
O=S(=O)(c1cccc(-c2cn3ccccc3n2)c1)N1CCCC1	1%	-21%	-13%
c1ccc(Oc2c3ccccc3nc3ccccc23)cc1	.	?	21µM*
N#Cc1ccccc1CN1C(=O)S/C(=C/c2cccn2-c2cccc(C(=O)O)c2)C1=O	.	-8%	?
Cn1c(N2CCCC2)nc2c1c(=O)[nH]c(=O)n2C	7%	-11%	-3%

Ordered by SMILES length (low to high): part of the list above
SMILES	TDP1 block	TDP1 cell CPT	TDP1 cell noCPT
Fc1ccccc1CSCc1nc2ccccc2[nH]1	0%	?	?
Cc1cccc(OCC(=O)Nc2cc(C)c(C)cc2O)c1	3%	-5%	-21%
Cn1c(N2CCCC2)nc2c1c(=O)[nH]c(=O)n2C	7%	-11%	-3%
CC1CN(c2nc3ccccc3nc2SCC(=O)Nc2ccc(F)cc2)CC(C)O1 (configuration not stated)	.	15µM*	?
